Screening results (PubChem BioAssay)
tuberculosis growth = growth inhibition of non-replicating M. tuberculosis (AID 488890). Mycobacterium tuberculosis non-replicating, growth inhibition; higher % means a stronger effect. inhibition, % at 25 µM, or IC50 in µM where a hit was titrated. 320,000 compounds, 0.39% hits; in the data active = a potency from the dose series; inconclusive = inhibition mostly from about 82% at the one dose, without a potency; inactive = the rest, 99 in 100 with inhibition below about 76%;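 also: plate controls were DMSO cells for no effect and high antibiotic wells for full effect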
H1N1 NS1A inhibition = H1N1 influenza NS1A inhibitors, functional cell based assay (AID 504329). NS1A functional cell-based assay, percent inhibition; higher % means a stronger effect. one-dose inhibition, % at 12.5 µM; IC50 in µM for titrated hits. 340,000 compounds, 0.3% hits; in the data active = a potency from the dose series; inconclusive = inhibition above about 27% without an active follow-up result; also: strong numbers were not always called active
Salmonella PhoP GFP = PhoP regulon inhibitors, Salmonella typhi PhoP promoter GFP reporter, confirmatory (AID 1850) | Salmonella Typhi PhoP-promoter GFP reporter, fluorescence, 4 h; higher % means a stronger effect | inhibition, % at 50 µM, or IC50 in µM where a hit was titrated | 310,000 compounds, 0.33% hits; in the data active = a potency from the dose series; inconclusive = inhibition mostly from about 25% at the one dose, without a potency; inactive = the rest, 99 in 100 with inhibition below about 19%;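 also: 0% = induced wells with vehicle and 100% = uninduced wells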
H37Rv inhibition = M. tuberculosis growth inhibition, HTS (AID 449762) | M. tuberculosis H37Rv growth inhibition, 7H9 media; higher % means a stronger effect | inhibition, % at 25 µM; hits with a dose series show IC50 in µM | 330,000 compounds, 0.59% hits; in the data active = a potency from the dose series; inconclusive = inhibition above about 70% without an active follow-up result;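 also: bacterial growth assessed after seven days of incubation; strong numbers were not always called active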
VEEV TC-83 Vero = inhibitors of VEEV TC-83 cytopathic effect, confirmation, Vero cells (AID 588727). one-dose inhibition, % at 20 µM; IC50 in µM for titrated hits. Vero cells, VEEV TC-83 cytopathic effect inhibition; higher % means a stronger effect. 350,000 compounds, 0.13% hits; in the data active = a potency from the dose series; inconclusive = inhibition mostly from about 14% at the one dose, without a potency; inactive = the rest, 99 in 100 with inhibition below about 12%; also: strong numbers were not always called active
VEEV TC-83 Vero 10K pilot screen = second read-out of VEEV TC-83 Vero, no call of its own (marks repeat the call); inhibition, %; measured here: 10K pilot screen inhibition
Starred values were filed as active, the others as inactive; i = inactive; ? = inconclusive; . = not tested or not shown.

The opening 7 compounds (preview)
SMILES	tuberculosis growth	H1N1 NS1A inhibition	Salmonella PhoP GFP	H37Rv inhibition	VEEV TC-83 Vero	others
CC1=CC(C)C(/C=N/n2cnnc2)C(C)C1 (centres undefined)	6%	-12%	-2%	0%	0.3%
O=C(CNC(=S)N(Cc1ccccc1)Cc1cccnc1)NCCN1CCOCC1	-3%	0%	-11%	10%	0.0%
COc1ccc(S(=O)(=O)NNC(=O)c2csc(-n3nc(C)cc3C(F)(F)F)n2)cc1OC	-16%	4%	-3%	-3%	i
Nc1ncnc2c1ncn2[C@@H]1O[C@H](CNCC#Cc2ccccc2)[C@@H](O)[C@H]1O	6%	16%	.	0%	0.8%
NC(=O)CC(NC(=O)c1ccccc1)c1ccc(NCCN2CCOCC2)c([N+](=O)[O-])c1 (centres undefined)	-5%	6%	5%	4%	0.8%
CC(C)C[C@@H](CSc1ccc(Br)cc1)N1CCN(CC(C)C)CCC1=O	23%	-16%	-6%	4%	i
O=C(c1cc(=O)[nH]c2ccccc12)N1CCc2ccccc2C1	-4%	-10%	-16%	10%	1.1%

This part in full (from the top)
SMILES	tuberculosis growth	H1N1 NS1A inhibition	Salmonella PhoP GFP	H37Rv inhibition	VEEV TC-83 Vero	others
CC1=CC(C)C(/C=N/n2cnnc2)C(C)C1 (centres undefined)	6%	-12%	-2%	0%	0.3%
O=C(CNC(=S)N(Cc1ccccc1)Cc1cccnc1)NCCN1CCOCC1	-3%	0%	-11%	10%	0.0%
COc1ccc(S(=O)(=O)NNC(=O)c2csc(-n3nc(C)cc3C(F)(F)F)n2)cc1OC	-16%	4%	-3%	-3%	i
Nc1ncnc2c1ncn2[C@@H]1O[C@H](CNCC#Cc2ccccc2)[C@@H](O)[C@H]1O	6%	16%	.	0%	0.8%
NC(=O)CC(NC(=O)c1ccccc1)c1ccc(NCCN2CCOCC2)c([N+](=O)[O-])c1 (centres undefined)	-5%	6%	5%	4%	0.8%
CC(C)C[C@@H](CSc1ccc(Br)cc1)N1CCN(CC(C)C)CCC1=O	23%	-16%	-6%	4%	i
O=C(c1cc(=O)[nH]c2ccccc12)N1CCc2ccccc2C1	-4%	-10%	-16%	10%	1.1%
CCOC(=O)/C=C1\NC(C)(C)Cc2cc(OC)c(OC)cc21	-8%	-2%	-9%	-4%	1.5%
CCN1CCN(C(=O)CCN2C(=O)COc3ccc(C)cc32)CC1	0%	2%	-6%	-28%	i
COc1ccc(Cl)cc1NC(=O)CN1C(=O)NC(C)(Cc2ccc(OC)c(OC)c2)C1=O (centres undefined)	10%	3%	.	3%	7.5%
COc1ccc(CCNC(=O)c2ccc(OCC(=O)N3CCOCC3)c(OC)c2)cc1	4%	-7%	7%	2%	6.5%
C[C@H](CO)N1C[C@H](C)[C@H](CN(C)CC2CCCCC2)Oc2ccc(NS(=O)(=O)c3ccc(F)cc3)cc2CC1=O	39%	-2%	.	-2%	0.0%
O=C(COC(=O)CNC(=O)c1ccc(Cl)cc1Cl)NC1CCCCC1	2%	-1%	-6%	2%	i
O=C(CSc1nnc2ccccn12)NNC(=O)c1ccccc1F	-3%	0%	.	-8%	2.3%
CCCCOc1ccc(-c2cnc3ccccc3n2)cc1	51%	13%	3%	46%	i
COc1ccccc1NC(=O)c1cccc(N2C(=O)C3C4C=CC(C4)C3C2=O)c1 (centres undefined)	-18%	-3%	10%	-3%	2.1%
CC(C)c1cc(NCc2ccccn2)n2c(nc3ccccc32)c1C#N	9%	-6%	1%	8%	0.2%
CN(C)c1ccnc2sc(C(=O)c3ccccc3)c(N)c12	58%	-15%	-6%	13%	3.7%
Cn1nc([N+](=O)[O-])c2c(-c3nc4ccccc4s3)c(N)n(C3CCCCC3)c2c1=O	6%	4%	7%	-21%	1.0%
CC(C)=C1C2CCC1C1C(=O)N(c3ccc4c(c3)OCO4)C(=O)C21 (centres undefined)	-9%	0%	-5%	-3%	i
Cc1ccc(CNC(=O)CCC2CCCN(Cc3ccc4cccc(F)c4n3)C2)o1 (centres undefined)	12%	.	0%	-4%	.
COC(=O)CNC(=O)c1ccc(C)s1	-2%	9%	2%	-11%	0.7%
CCCCCCCSc1cc(OC)c(CCNC)cc1OC	?	24%	36µM*	24%	i
Cc1ccc([N+](=O)[O-])cc1-c1ccc(/C=N/NC(=O)CN2CCOCC2)o1	2%	12%	3%	4%	0.7%
CCc1cc(Cn2nc(-c3ccccc3)cc2C(=O)NCc2ccc(C)cc2)on1	20%	-17%	-11%	7%	i
O=C(NCc1ccco1)/C(=C\c1ccco1)NC(=O)c1ccco1	-6%	-9%	-9%	-7%	0.6%
O=C(Nc1ccccc1N1CCN(C(=O)c2ccc(Cl)cc2)CC1)c1ccc([N+](=O)[O-])o1	80%	2%	-3%	-2%	11%
CSc1ncc(C(C)=O)c(C)n1	-6%	1%	-21%	6%	1.8%
COc1ccc(/C=C/C(=O)Nc2nc(C)cc(C)n2)cc1OC	-2%	4%	12%	-4%	2.2%
Cc1ccccc1C(=O)NCCCNC(=O)c1ccccc1C	-7%	.	10%	9%	0.1%
Cc1ccc(-c2cc(C(=O)Nc3c(C)n(C)n(-c4ccccc4)c3=O)[nH]n2)c(O)c1C	-3%	7%	13%	0%	3.6%
Cc1ccc(C(C)C)c(OCCOCCN2CCNCC2)c1	7%	.	5%	4%	i
CC(OC(=O)c1cnccn1)C(=O)c1ccccc1 (centres undefined)	-2%	3%	0%	-2%	0.6%
CC(C)n1c(O)c(N=NC(=O)CNC(=O)Cc2ccc(Cl)cc2)c2ccccc21	31%	3%	6%	7%	12%
Cc1ccc(-c2nn(CCC(=O)NN3CCOCC3)c(=O)c3ccccc23)cc1	-14%	.	-7%	-5%	i
COc1ccc(S(=O)(=O)N2Cc3ccccc3CC2C(=O)Nc2nccs2)cc1OC (centres undefined)	28%	-6%	10%	3%	9.8%
CCCn1c(-c2ccc(OC)cc2)nc2nc3ccccc3nc21	-15%	-11%	-8%	-5%	1.8%
Cc1cc(C)c2c(N)c(C(=O)N3CCN(c4ncccn4)CC3)sc2n1	10%	1%	-1%	1%	10%
COc1ccc(-c2ccc3ccccc3n2)cc1	8%	-4%	3%	-7%	2.0%
Cc1ccc(C)c(N2CCN(C(=S)Nc3ccc4nc(N5CCOCC5)cc(C)c4c3)CC2)c1	-3%	15%	-4%	-5%	1.4%
COc1ccc(CCCc2nnc(SCC(=O)Nc3nc(C)cs3)n2C)cc1	7%	-8%	-9%	-1%	1.5%
COc1ccc(C2=C(O)C(C)N(c3ccccc3)C2=N)cc1OC (centres undefined)	-20%	0%	6%	-3%	i
Cc1cc(C)nc(NS(=O)(=O)c2ccc(Br)s2)c1	24%	-9%	.	-7%	0.9%
CCC(COC)Oc1cc(NCc2ccccc2)c2ncn(C(C)C)c2c1 (centres undefined)	56%	5%	.	13%	i	VEEV TC-83 Vero 10K pilot screen=4.1
Cc1ccc(Oc2c(C(N)=O)cc([N+](=O)[O-])cc2[N+](=O)[O-])cc1	2.2µM*	6%	-4%	?	?
CSc1ccccc1NC(=O)CN(C)C(=O)Cn1c(=O)oc2ccccc21	-8%	-10%	8%	-4%	1.9%
Cc1ccc[n+](C2C(c3ccc([N+](=O)[O-])cc3)C(C#N)=C([S-])NC2(O)C2CC2)c1 (centres undefined)	58%	8%	4%	31%	4.2%
COc1ccc(C)cc1-n1nnnc1SCC1CCCCO1 (centres undefined)	7%	-2%	3%	-9%	0.2%

Reprinted at random: 2 entries already listed
SMILES	tuberculosis growth	H1N1 NS1A inhibition	Salmonella PhoP GFP	H37Rv inhibition	VEEV TC-83 Vero	others
Cc1ccc(C)c(N2CCN(C(=S)Nc3ccc4nc(N5CCOCC5)cc(C)c4c3)CC2)c1	-3%	15%	-4%	-5%	1.4%
Cc1cc(C)nc(NS(=O)(=O)c2ccc(Br)s2)c1	24%	-9%	.	-7%	0.9%

The results go on:
SMILES	tuberculosis growth	H1N1 NS1A inhibition	Salmonella PhoP GFP	H37Rv inhibition	VEEV TC-83 Vero	others
Cc1ccc(NS(=O)(=O)c2cn(C)cn2)cc1	7%	-2%	-9%	6%	0.5%
O=C1C2C3C=CC(C3)C2C(=O)N1/N=C/c1ccc(-c2ccccc2[N+](=O)[O-])o1 (centres undefined)	14%	31%	-4%	3%	0.2%
O=C1CCCCCN1C(=O)c1cccc(C(=O)N2CCCCCC2=O)c1	2%	-16%	-4%	-5%	0.1%
COc1ccccc1NC(=O)NC1(C(=O)N2CCCCCC2)CCCCC1	7%	4%	5%	8%	1.2%
O=C(O)CCC(=O)OCC1CCCO1 (centres undefined)	-12%	3%	0%	-10%	0.5%
COc1ccc(N)cc1-n1c(C)ccc1C	14%	6%	11%	0%	1.2%
CCN(CC)CCNC(=O)c1ccc(NC(=O)c2cccc(S(=O)(=O)N3c4ccccc4CC3C)c2)cc1 (centres undefined)	44%	11%	-8%	-19%	8.2%
COc1ccc(Cl)cc1NC(=S)Nc1ccc(Cl)cn1	16%	-14%	-3%	10%	1.4%
COc1ccccc1N1CCN(CC(=O)N2N=CCC2c2ccccc2)CC1 (centres undefined)	-12%	3%	-16%	2%	0.0%
Oc1ccc(/C=N/NC(=S)Nc2cccnc2)cc1O	-7%	-4%	-7%	4%	0.3%
CCCC(=O)NC(c1ccc(N(C)C)cc1)c1ccc2cccnc2c1O (centres undefined)	-3%	18µM*	-1%	32%	11%
Cc1sc2ncn(CC(=O)NCCCC(=O)N(C)Cc3ccccc3)c(=O)c2c1C	-6%	3%	-3%	-5%	1.6%
O=C(Cn1cnc(S(=O)(=O)N2CCCCC2)c1)NCc1ccco1	-13%	7%	3%	4%	1.5%
CNC(=O)c1[nH]cnc1C(=O)Nc1cccc(OC)c1	36%	-12%	-10%	47%	8.8%
O=C(c1ccc(Cl)cc1)c1oc2ccccc2c1CS(=O)(=O)c1ccccc1	-4%	5%	-8%	3%	5.1%
Cc1ccc(N2CC(C(=O)OCc3nc(N)nc(Nc4ccccc4C)n3)CC2=O)cc1 (centres undefined)	3%	-9%	-3%	2%	3.8%
CC(=O)c1cccc(NC(=O)COC(=O)C2=COCCO2)c1	-4%	-1%	-1%	-1%	i
O=C(CSc1ncnc2[nH]ncc12)Nc1nc(-c2ccc(F)c(F)c2)cs1	11%	6%	3%	2%	8.5%
C/C(Cc1ccccc1)=N/NC(=O)CNC(=O)C(c1ccccc1)c1ccccc1	-2%	-1%	6%	6%	i
COc1ccc(C(CC(=O)O)NC(=O)c2cc3cc(Br)ccc3oc2=O)cc1OC (centres undefined)	1%	-9%	5%	0%	0.6%

Grouped by structure: the compounds so far containing bromine (3)
SMILES	tuberculosis growth	H1N1 NS1A inhibition	Salmonella PhoP GFP	H37Rv inhibition	VEEV TC-83 Vero	others
CC(C)C[C@@H](CSc1ccc(Br)cc1)N1CCN(CC(C)C)CCC1=O	23%	-16%	-6%	4%	i
Cc1cc(C)nc(NS(=O)(=O)c2ccc(Br)s2)c1	24%	-9%	.	-7%	0.9%
COc1ccc(C(CC(=O)O)NC(=O)c2cc3cc(Br)ccc3oc2=O)cc1OC (centres undefined)	1%	-9%	5%	0%	0.6%
